Screening data: PubChem BioAssay, Sanford-Burnham Center for Chemical Genomics
SENP6 block – SENP6 protease inhibition | Q9GZR1 | Recombinant SENP6 catalytic domain, aminoluciferin luminescence | inhibition, % at 10 µM | 330,000 compounds, 1.8% hits;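 active = inhibition above about 50% at the single tested dose, limit read from the data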;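 also: plate controls were DMSO wells with enzyme for no effect and DMSO wells lacking enzyme for full effect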
ATG4B inh – ATG4B (human) cysteine protease inhibition. AID 504462. 340,000 compounds, 0.51% hits. Q9Y4P1. inhibition, % at 8.33 µM. ATG4B cleavage of LC3-PLA2, NBD-HPC fluorescence, 1 h; in the data active = inhibition above about 40%
Target sequence (Q9Y4P1 whole entry, looked up): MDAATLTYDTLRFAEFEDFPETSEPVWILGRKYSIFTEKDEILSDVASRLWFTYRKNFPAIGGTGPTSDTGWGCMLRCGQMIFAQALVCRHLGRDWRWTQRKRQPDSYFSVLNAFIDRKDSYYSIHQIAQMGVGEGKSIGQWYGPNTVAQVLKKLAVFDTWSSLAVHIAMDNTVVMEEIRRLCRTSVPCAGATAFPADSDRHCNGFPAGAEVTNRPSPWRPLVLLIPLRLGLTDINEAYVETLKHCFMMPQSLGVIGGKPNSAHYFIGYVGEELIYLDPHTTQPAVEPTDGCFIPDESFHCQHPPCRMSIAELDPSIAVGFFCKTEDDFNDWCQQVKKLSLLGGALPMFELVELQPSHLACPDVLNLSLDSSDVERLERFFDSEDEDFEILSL
MPTP inh – permeability transition pore inhibition | inhibition, % at 10 µM | 360,000 compounds, 1.4% hits | isolated mouse mitochondria, Ca2+ swelling absorbance, 30 min | AID 602449;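 active = inhibition of 50% or more, scaled per plate between neutral and stimulator controls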;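 also: 0% = DMSO wells given calcium and 100% = 1 mM EGTA wells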
PfGluPho inh – PfG6PD (Plasmodium falciparum) enzyme inhibition | PfGluPho enzyme, NADPH resazurin-diaphorase fluorescence | 350,000 compounds, 0.78% hits | AID 504690 | inhibition, % at 20 µM;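 active = inhibition reaching at least a set limit at 20 µM in the primary screen, cut at about 59% in these data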;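 also: 0% = DMSO wells with substrate and 100% = DMSO wells lacking glucose-6-phosphate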
SENP8 inh – inhibitors of human SENP8 protease. recombinant SENP8, Nedd8 substrate fluorescence. inhibition, % at 20 µM. 360,000 compounds, 0.64% hits; in the data active = inhibition mostly above about 40%, no sharp cut-off; inactive = mostly below about 27%
Target sequence (Q96LD8 whole entry, looked up): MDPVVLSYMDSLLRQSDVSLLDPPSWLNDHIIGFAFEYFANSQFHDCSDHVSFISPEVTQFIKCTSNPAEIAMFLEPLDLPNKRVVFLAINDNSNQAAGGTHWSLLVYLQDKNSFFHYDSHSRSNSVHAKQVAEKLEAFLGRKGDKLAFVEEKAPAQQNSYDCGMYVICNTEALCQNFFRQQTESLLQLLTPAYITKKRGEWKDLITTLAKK
SENP1 FRET inh – inhibitors of human SENP1 SUMO protease catalytic domain; Q9P0U3; recombinant SENP1 catalytic domain, CyPet-SUMO1-YPet FRET cleavage; inhibition, % at 10 µM; 360,000 compounds, 0.21% hits; AID 624204;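 active = inhibition at least 30% at 10 µM, raw YFP signal under a set limit, fluorescence ratio 0.5 to 1.5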;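 also: 0% = enzyme with DMSO and 100% = no enzyme wells; some results filed as inactive read as strong as hits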
Target sequence (Q9P0U3 419-644 limits assumed): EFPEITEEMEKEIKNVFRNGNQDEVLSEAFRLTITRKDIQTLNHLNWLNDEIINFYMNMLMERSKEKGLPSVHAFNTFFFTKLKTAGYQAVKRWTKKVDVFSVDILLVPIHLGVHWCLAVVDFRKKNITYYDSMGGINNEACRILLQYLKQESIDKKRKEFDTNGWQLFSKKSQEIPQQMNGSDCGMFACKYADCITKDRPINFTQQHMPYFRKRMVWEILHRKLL
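Test system: recombinant human SENP1 catalytic domain, His6-tagged / Medium: pH 8 Tris buffer with EDTA, NaCl, BME, BSA, NP40, catalase / Also added: SUMO1 FRET substrate flanked by Cypet and Ypet, 25 nM / Times: 50 min reaction at room temperature / Signal: FRET, CFP and YFP emission / Control set: no-enzyme low control and enzyme-plus-DMSO high control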
hIAP act – human IAP activation. activation factor at 10 µM. AID 2524. 330,000 compounds, 0.16% hits. purified human IAP, CDP-Star luminescence, 30 min; active compounds read high; 1 = vehicle-only enzyme, 0 = enzyme-free background;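 active = activation factor of the enzyme at least 2-fold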; also: the source names both 10 and 20 µM as test concentration; values of inactives mirror those of a sister screen read the other way
NR3A LBD binder – NR3A (human) ligand-binding domain modulation; NR3A LBD differential scanning fluorimetry, Tm shift; 0% = protein alone, 100% = glycine-bound protein; Tm shift relative to glycine control, % at 25 µM; 340,000 compounds, 2.5% hits;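 active = melting temperature shift of at least 10% of the positive control shift, at one fixed dose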
An asterisk follows results filed as active; / = no result given.

SENP6 block	ATG4B inh	MPTP inh	PfGluPho inh	SENP8 inh	SENP1 FRET inh	compound	hIAP act	NR3A LBD binder
6	-3	-2.7	3	17	-1	Cc1noc(C)c1C(=O)NCc1ccccc1	1.1	0
6	6	1.2	2	3	1	O=C(COc1ccccc1[N+](=O)[O-])NCC1(N2CCOCC2)CCCCC1	1	-1
-32	-3	4.4	-12	20	-50	CCOC(=O)COc1ccc(/C=C2\NC(=S)N(CC)C2=O)cc1	0.95	2
-5	2	-0.1	-8	13	1	COc1ccc(C2N(S(=O)(=O)c3ccccc3)CCN2S(=O)(=O)c2ccc(C)cc2)cc1 (configuration not stated)	1.1	-6
6	5	0.8	-10	6	-2	COc1ccccc1OCCNC(=O)Cc1ccc(S(=O)(=O)N2CCOCC2)s1	0.82	0
35	-1	-0.6	12	-389	-4	COc1ccc(-c2nc3ncccn3c2Br)cc1	1	1
-3	-5	-1.4	5	-318	2	Cc1cc(OC(C)C(=O)NC2CC(C)(C)NC(C)(C)C2)c2c(C)cc(=O)oc2c1 (configuration not stated)	1.2	2
-2	-5	1.1	8	35	2	Cn1nc(NC(=O)C2CCC2C(=O)O)c2c(F)cccc21 (configuration not stated)	0.99	5
-7	22	-1.3	3	15	1	COc1ccc(C(=O)Nc2ccnn2C2CCN(Cc3ccn[nH]3)CC2)cc1	1.1	0
3	6	0.2	-12	3	1	COc1ccc(-c2nnc(SCC(=O)O)n2Cc2ccccc2)cc1	1.2	-1
-21	3	0.1	-9	1	0	O=c1c(C(c2ccc(Br)cc2)c2c(O)nc3n(c2=O)CCCS3)c(O)nc2n1CCCS2	1.1	1
7	-5	-2.7	-9	14	2	Cc1ccc(NC(=S)N(Cc2cccc(Br)c2)CC2CCC(C(=O)O)CC2)cc1Cl (configuration not stated)	0.92	-7
-21	-4	-2.7	-21	13	3	CCOC(=O)C1C(C(=O)NN)C1C(=O)Nc1ccccc1 (configuration not stated)	0.94	-1
-6	5	1.5	4	5	1	O=C1c2cccnc2C(Nc2ccc(F)c(Cl)c2)N1Cc1cccs1 (configuration not stated)	1.2	3
-9	24	3.9	-18	-21	-13	COc1cc(C=C(c2nc3ccccc3s2)c2nc3ccccc3s2)ccc1O	1.1	0
0	-25	-2.5	17	-101	-4	Cc1cc(C(F)F)n2ncc(C(=O)NCCc3ccc(Cl)cc3)c2n1	1.1	1
-4	9	1.0	-8	-48	-1	CCn1cc(C(=O)NCC(=O)NCCCN2CCOCC2)c(=O)c2cc3c(cc21)OCO3	0.82	0
3	6	-1.1	-12	26	2	O=C(CCC1CCCCC1)Nc1nccs1	1.1	-1
10	-9	2.3	-11	-448	-4	CCOc1ccccc1C1C2=C(COC2=O)Nc2cc3c(cc21)OCO3 (configuration not stated)	0.91	5
-17	8	1.3	23	14	1	Cc1ccc(/C=N/N2CCN(Cc3cccc4ccccc34)CC2)o1	0.99	0
5	-10	-1.7	7	2	25	O=c1c2ccccc2oc2ccc(NCCCN3CCOCC3)cc12	0.97	4
-1	-11	0.1	7	7	1	CCCC(=O)N(CCN1CCOCC1)c1nc2c(F)cc(F)cc2s1	1.3	0
-18	-9	0.1	-15	14	1	CC(C)(CO)NC(=O)C(c1ccccc1)c1ccccc1	1	2
/	9	4.5	18	-127	-14	O=C1OC(c2cccs2)=N/C1=C/c1ccc(-c2cccc(C(=O)O)c2)o1	/	8
-21	5	6.9	22	4	0	O=C(Nc1ccc(Oc2cccc(C(F)(F)F)c2)nc1)c1ccco1	0.96	1
-17	0	-1.7	-7	32	0	CCCN(CCC)CCCNC(=O)CCNS(=O)(=O)c1ccc(Br)cc1	0.9	-1
-2	-9	0.3	12	16	0	O=C(Nc1cc(C(F)(F)F)ccc1-n1cncn1)c1ccc(Br)cc1	1	-2
-7	1	0.7	-8	15	3	O=C(Nc1cnn(C23CC4CC(CC(C4)C2)C3)c1)c1cnn2c(C(F)(F)F)cc(-c3ccco3)nc12	0.88	-3
14	1	0.4	3	4	-2	CCOc1ncccc1C(=O)Nc1ccc(F)c(Cl)c1	0.88	0
/	3	0.4	-15	6	0	O=C(NN=Cc1ccccc1C(=O)O)C(=O)NN=Cc1ccccc1C(=O)O	/	-1

Entries of single compounds from above. Order of values: SENP6 block | ATG4B inh | MPTP inh | PfGluPho inh | SENP8 inh | SENP1 FRET inh | hIAP act | NR3A LBD binder
`Cc1noc(C)c1C(=O)NCc1ccccc1` across the screens: 6 | -3 | -2.7 | 3 | 17 | -1 | 1.1 | 0
`COc1ccc(-c2nnc(SCC(=O)O)n2Cc2ccccc2)cc1` across the screens: 3 | 6 | 0.2 | -12 | 3 | 1 | 1.2 | -1
`CC(C)(CO)NC(=O)C(c1ccccc1)c1ccccc1` across the screens: -18 | -9 | 0.1 | -15 | 14 | 1 | 1 | 2
`COc1ccccc1OCCNC(=O)Cc1ccc(S(=O)(=O)N2CCOCC2)s1` across the screens: 6 | 5 | 0.8 | -10 | 6 | -2 | 0.82 | 0
`O=c1c2ccccc2oc2ccc(NCCCN3CCOCC3)cc12` across the screens: 5 | -10 | -1.7 | 7 | 2 | 25 | 0.97 | 4

Next part:
SENP6 block	ATG4B inh	MPTP inh	PfGluPho inh	SENP8 inh	SENP1 FRET inh	compound	hIAP act	NR3A LBD binder
2	-1	0.7	15	8	0	COc1ccccc1N1CCN(Cc2cc3c(cc2[N+](=O)[O-])OCO3)CC1	0.7	2
-3	0	4.5	-4	38	-3	Cn1c(SCCCC(=O)c2ccc(Br)cc2)nnc1-c1ccncc1	1.1	-2
18	-13	-1.3	13	16	1	O=C(CN1C(=O)NC(c2ccccc2)(c2ccccc2)C1=O)NCC(=O)Nc1ccc(F)cc1	1.1	0
-1	-12	-1.5	-12	8	2	Cc1ccc2c(c1)NC(=O)c1cc([N+](=O)[O-])ccc1O2	0.98	-2
-5	-5	-2.2	38	-320	-61	CCS(=O)(=O)Nc1ccc(C2=NN(C(=S)Nc3ccccc3)C(c3ccco3)C2)cc1 (configuration not stated)	0.89	5
-8	-7	-1.6	14	-72	0	CCCNC(=O)CCCCn1c(=S)[nH]c2c([nH]c3ccc(OC)cc32)c1=O	0.95	2
-4	7	-0.3	-18	-9	-3	CC(=O)OCC(=O)[C@H]1CC[C@H]2[C@@H]3CCC4=CC(=O)CC[C@]4(C)[C@H]3CC[C@]12C	1	2
-4	-4	-0.7	7	0	3	COc1cc(C(C)=O)ccc1OCC(=O)Nc1ccc2nc(C)sc2c1	0.91	0
-7	-8	5.1	17	-42	-2	CSc1ccc(CNc2nc3ccccc3n3cnnc23)cc1	1.1	2
-7	15	1.0	-16	-4	2	O=C(NC1CCCCC1)NC1CCN(S(=O)(=O)c2ccc3c(c2)OCCO3)CC1	0.97	2
-3	-14	0.0	9	21	1	NCCCCCNC(=O)c1[nH]cnc1C(=O)N[C@@H](Cc1ccccc1)C(=O)OCc1ccccc1	1.1	1
0	-1	-0.6	4	10	-12	CC(=O)Nc1ccc(CN2CCCC(CO)(Cc3cccc(Cl)c3)C2)cc1 (configuration not stated)	1	-2
-14	-3	-29	34	-14	-4	O=Cc1ccc(O)c2ncccc12	1.5	0
5	-19	87*	0	14	-8	Cc1n[nH]c(=O)c2c(NC(=O)CSc3nn(-c4ccc(F)cc4)c(=S)s3)oc(C)c12	1.1	1
-17	-6	0.2	-4	16	3	CCCn1nnc(NC(=S)NC(=O)c2ccccc2OC)n1	0.97	-1
-13	-9	0.0	1	12	0	CC(CN1CCCC1)OC(=O)C(c1ccccc1)c1ccccc1 (configuration not stated)	1.2	1
-6	17	-0.7	-6	8	2	O=C(CCCc1ccccc1)Nc1ccccn1	0.95	4
-32	-2	3.3	-10	-317	-21	Oc1cc(NCc2cccnc2)ccc1-c1nc2ccccc2o1	0.97	-6
3	-12	-7.7	-15	10	-3	O=C(c1ccco1)N1CCN(C(=O)c2ccc(Cn3cc(Br)cn3)o2)CC1	1	0
-3	1	1.4	9	-14	1	COCCNC(=O)/C(C#N)=C\c1ccc(CNS(=O)(=O)c2ccc(C)cc2)o1	0.95	0
-29	-2	-0.6	11	9	-1	O=C(N/N=C/c1cccc(Oc2ccccc2)c1)c1ccncc1	0.88	6
/	/	-1.4	-14	18	3	O=C(CC1SC(N2CCCC2)=NC1=O)Nc1ccc(C(=O)NCc2ccccc2F)cc1 (configuration not stated)	/	/
-5	3	-0.4	-4	12	3	CN(CC(=O)Nc1ccc2c(c1)OCO2)S(=O)(=O)c1ccc2c(c1)CCC(=O)N2	0.91	-3
-12	-6	-1.7	9	-6	-10	Cc1cccc(OCCC(=O)OCc2csc(CC(=O)Nc3ccccc3C)n2)c1	0.87	-1
9	1	2.6	-1	-12	4	Cc1ccc(C2NC(=O)c3sc(=S)n(-c4ccccc4)c3N2)cc1 (configuration not stated)	0.81	-1
-2	-2	0.8	-16	2	3	Cc1cn(C2OC(COC(=O)c3ccccc3)C(O)C2Cl)c(=O)[nH]c1=O (configuration not stated)	0.98	1
2	0	-0.6	-5	13	0	CC1CCCCN1CC(=O)Nc1ccc2c(c1)OC(F)(F)O2 (configuration not stated)	1.1	-14
-4	-1	-0.4	8	2	-2	Cn1c(SCC(=O)Nc2nccs2)nnc1-c1ccncc1	0.94	0
1	-5	3.8	18	34	3	COc1cccc(OC)c1OCCCCCc1c(C)n[nH]c1C	0.83	-5
-15	-1	5.4	3	-295	0	O=C(Cn1nnc(-c2ccccc2)n1)N/N=C/c1ccc(-c2ccc(Cl)cc2)o1	1.3	384*
-28	2	-2.6	-2	0	-4	Cc1cccc(C(=O)N(CC(=O)Nc2sc(C)c(C)c2C(N)=O)C2CCCC2)c1	1.2	0
-7	9	-0.6	-8	4	1	C=CCn1c(SCC(=O)N2CCN(c3ccc(F)cc3)CC2)nnc1-c1cccs1	0.9	-2
-10	-9	-0.3	8	-32	2	Cc1ccc(-c2nnc(Nc3ccc4c(c3)nc(C)n4C)c3ccccc23)cc1	1.1	-4
-15	-9	-1.9	24	23	-19	CCOC(=O)c1sc(N)c(C#N)c1CSc1nc2ccc(C)cc2[nH]1	0.87	-23
-29	-6	1.7	3	6	1	Cc1ccccc1N(CC(=O)NCc1ccccc1)C(=O)CCC(=O)Nc1nccs1	1.1	0
1	-6	-0.3	4	10	0	CC(C)C(NC(=O)C(Cc1ccccc1)NC(=O)OCc1ccccc1)C(=O)O (configuration not stated)	1.2	0
-13	2	7.7	-1	52*	-1	CC(Nc1c([N+](=O)[O-])c(=O)oc2ccccc12)C(Cl)c1ccccc1 (configuration not stated)	0.91	1
7	20	20	-27	-225	-88	COc1ccccc1-n1c(C)cc(/C=C2/C(=N)N3C(=NC2=O)SN=C3S(C)(=O)=O)c1C	0.92	-26
-3	-12	0.0	-4	5	2	CN(CC(=O)N1CCCC1)S(=O)(=O)c1ccc(Cl)cc1	0.84	3
14	0	-1.8	9	12	-4	Cc1ccccc1C(=O)Nc1ccc(N2CCCC2)cc1	0.95	-1
-11	-8	-0.9	8	5	-4	COc1ccc(C2/C(=C(/O)c3ccccc3)C(=O)C(=O)N2CCN2CCOCC2)c(OC)c1 (configuration not stated)	1.2	-1
-18	7	-3.5	1	16	0	CC(=O)NCCOc1ccc2oc3ccccc3c2c1	1.1	-4
-31	3	-1.5	-5	6	2	CCOc1ccc2nc(NC(=O)CSCC(=O)Nc3cc(C)on3)sc2c1	0.97	0
6	14	0.2	-9	0	-2	O=C(NCCc1ccccc1)C1CCN(C2CCN(C(=O)CC3=CCCCC3)CC2)CC1	1.1	-4
10	2	1.1	21	-31	2	COC(=O)C1=C(C)N(c2cccc3ccccc23)C(=O)C1	0.98	-3
-2	1	1.6	6	-44	-7	CN(CCCC1CCCC1)C(=O)CC1C(=O)NCCN1Cc1cccc(F)c1F (configuration not stated)	0.8	-5
-13	-5	0.4	-1	-307	-24	Cc1ccc(-n2c(=O)c(C#N)cc3c(=O)n4ccccc4nc32)cc1	1.1	2

Rows were taken by chance; any-hit rate near 6.7%.
